# ARNT-TACC3 inh: disruptors of human ARNT/TACC3 interaction | Q9Y6A5 | AlphaScreen His-ARNT PAS-B/GST-TACC3 binding, luminescence; TACC3 fragment carries E629A point mutation | inhibition, % at 9.99 µM | 390,000 compounds, 0.66% hits;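 active means mean inhibition of replicates at least 50% and at least half of replicates each reaching 50%; inconclusive means half or more replicates reach 50% but mean below 50%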;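 further: 0% = complete ARNT plus TACC3 wells and 100% = ARNT alone without TACC3; many hits fall short of the cut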
# PAX8 reporter: PAX8 transcriptional activity inhibition | 360,000 compounds, 1.2% hits | inhibition, % at 12.6 µM | RMG-I TPO-luciferase reporter, SteadyGlo, 24 h | AID 652154;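 active means mean replicate inhibition at least 60% with every replicate also reaching 60%; inconclusive means only one of the two criteria is met; inactive means mean below 60% and not all replicates reaching 60%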;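 further: luciferase light reporting Pax8 driven TPO promoter activity; plate controls were median of neutral control wells for no effect and mitoxantrone controls for full effect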
# SIRT5 inh: sirtuin-5 (human) deacylase inhibition. Q9NXA8. Purified SirT5, succinyl-peptide AMC, trypsin-coupled fluorescence. inhibition, % at 15 µM. 330,000 compounds, 1.1% hits. AID 652115; in the data active means inhibition above about 15%; inconclusive means no clear call, values can overlap the other calls
# Target sequence (Q9NXA8 whole entry, looked up): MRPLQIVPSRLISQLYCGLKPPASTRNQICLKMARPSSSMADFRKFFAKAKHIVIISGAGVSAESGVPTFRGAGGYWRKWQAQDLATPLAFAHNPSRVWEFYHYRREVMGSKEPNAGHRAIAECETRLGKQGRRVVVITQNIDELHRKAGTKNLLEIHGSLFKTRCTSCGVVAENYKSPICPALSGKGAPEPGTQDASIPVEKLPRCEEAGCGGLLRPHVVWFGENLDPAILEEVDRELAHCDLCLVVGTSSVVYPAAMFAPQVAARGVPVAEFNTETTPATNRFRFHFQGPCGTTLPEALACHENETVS
# DENV2 CPE: DENV2-induced cell death inhibition; DENV2-infected cells, cytopathic effect rescue, plate reader; CPE inhibition, % at 9.99 µM; 350,000 compounds, 1.7% hits; AID 651640; in the data active means CPE inhibition above about 20%, passing the limit was not always enough; inconclusive means no clear call, values can overlap the other calls; tested in BHK-21 cells;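 further: 0% = median of neutral control wells and 100% = median of positive control wells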
# LGR2 antag: Drosophila LGR2 receptor signaling inhibition | 380,000 compounds, 0.35% hits | AID 720647 | inhibition, % at 9.99 µM | HEK293 LGR2, CRE-luciferase, bursicon-stimulated, 4 h;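 active means drop in luminescence signal, shown as inhibition above about 50% in the replicate tests, limit read from the data, passing the limit was not always enough; inconclusive means probably only some replicates passing the limit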;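 further: agonist challenge used bursicon conditioned medium at about half maximal strength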
# Casp6 inh: blocks human caspase-6 cleavage activity; purified caspase-6, Z-VEID-R110 cleavage fluorescence; inhibition, % at 12.5 µM; 350,000 compounds, 0.53% hits; AID 686996;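 active means mean inhibition across replicates at least about 35%, with every replicate also reaching that limit, limit read from the data; inconclusive means only one of the two criteria met; inactive means neither criterion met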;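 further: 0% = median of neutral control wells and 100% = no fluorescence left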
# Target sequence (P55212 24-179 limits assumed): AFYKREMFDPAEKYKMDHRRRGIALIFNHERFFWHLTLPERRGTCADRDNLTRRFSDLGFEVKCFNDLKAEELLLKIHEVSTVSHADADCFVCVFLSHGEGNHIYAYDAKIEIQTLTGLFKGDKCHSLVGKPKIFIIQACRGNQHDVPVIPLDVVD
# Target sequence (P55212 194-293 limits assumed): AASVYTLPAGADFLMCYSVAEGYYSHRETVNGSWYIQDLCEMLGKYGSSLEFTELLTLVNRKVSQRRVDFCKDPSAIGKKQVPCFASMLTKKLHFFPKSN
# EWS-Fli inh: EWS/Fli transcriptional activity inhibition; A673 NR0B1-luciferase reporter, viability-normalised; inhibition, % at 12.6 µM; 350,000 compounds, 0.67% hits;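 active means mean inhibition of at least 50% after viability correction, with every replicate also passing that limit; inconclusive means mean reaches 50% but only one of two replicates passes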;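 further: firefly luciferase signal divided by Alamar Blue viability fluorescence both relative to DMSO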
# * marks the source's active call; other numbers are inactive results; ? = inconclusive; nt = no result given. Compounds as they come; overall some 4.9% were active at least once.
SMILES,ARNT-TACC3 inh,PAX8 reporter,SIRT5 inh,DENV2 CPE,LGR2 antag,Casp6 inh,EWS-Fli inh
CCCS(=O)(=O)NC(=O)C1(C)CCN(C(=O)c2snnc2C)C1 (stereo not given),nt,1.3,-4.1,5.9,5.7,2.4,6.6
Cc1nn(C(C)(C)C)c(NC(=O)c2ccc(Cl)cc2)c1Br,-49.0,-3.7,nt,-5.9,2.6,-0.9,8.2
O=C(O)COc1ccc(NC(=O)c2cccs2)cc1,2.3,nt,-1.0,-3.5,2.6,-2.9,6.8
COc1ccccc1CNC(=O)c1cc2ccccc2oc1=O,-1.6,-9.4,-2.0,7.7,-12.9,0.5,nt
O=C(Cn1cnc2c(nnn2-c2ccccc2)c1=O)N1CCOCC1,-3.9,12.5,-5.4,-8.2,3.0,2.0,-7.4
CS(=O)(=O)Nc1ccc2c(c1)[C@H]1C[C@@H](CC(=O)NCCN3CCCCC3)O[C@H](CO)[C@H]1O2,-6.9,-7.3,-0.5,0.5,-9.0,-50.9,-11.8
Cc1nnc(SCC(=O)c2c(N)n(C3CC3)c(=O)[nH]c2=O)n1C,-25.9,4.9,-0.1,0.9,0.8,-2.0,0.2
CCCC(=O)Nc1ccc2c(c1)C(=O)N(C)C[C@H](OC)[C@H](C)CN(Cc1nccs1)[C@H](C)CO2,-2.8,-2.3,2.3,-0.6,0.2,nt,1.0
COc1ccccc1S(=O)(=O)CC(O)COc1ccc(F)cc1Cl (stereo not given),-3.0,-3.4,-0.8,-0.5,-16.6,0.2,-0.3
C[C@H](CO)N1C[C@H](C)[C@H](CN(C)Cc2ccc(Cl)c(Cl)c2)OCCCC[C@H](C)Oc2ccc(NC(=O)Nc3ccc(C(F)(F)F)cc3)cc2C1=O,-0.5,88.4*,-4.5,-4.7,19.2,0.6,3.8

# Three neighbouring records from above:
SMILES,ARNT-TACC3 inh,PAX8 reporter,SIRT5 inh,DENV2 CPE,LGR2 antag,Casp6 inh,EWS-Fli inh
CCCS(=O)(=O)NC(=O)C1(C)CCN(C(=O)c2snnc2C)C1 (stereo not given),nt,1.3,-4.1,5.9,5.7,2.4,6.6
Cc1nn(C(C)(C)C)c(NC(=O)c2ccc(Cl)cc2)c1Br,-49.0,-3.7,nt,-5.9,2.6,-0.9,8.2
O=C(O)COc1ccc(NC(=O)c2cccs2)cc1,2.3,nt,-1.0,-3.5,2.6,-2.9,6.8

# Going on with the list:
SMILES,ARNT-TACC3 inh,PAX8 reporter,SIRT5 inh,DENV2 CPE,LGR2 antag,Casp6 inh,EWS-Fli inh
Cc1noc(C)c1S(=O)(=O)N(C)C[C@H]1Oc2ccc(NC(=O)Cn3cnnn3)cc2CC(=O)N([C@@H](C)CO)C[C@@H]1C,7.4,nt,-3.0,5.0,-4.3,4.8,-4.6
NNC(=O)c1oc2nc(-c3ccco3)cc(-c3ccco3)c2c1N,nt,-12.0,-3.2,1.1,5.4,-0.7,4.1
CCOC(=O)c1c(NC(=O)CN(CC)CC)sc2c1CCN(C(=O)OCC)C2,-2.4,nt,-3.9,nt,8.4,4.0,19.9
COc1ccc(N(CC(=O)Nc2cccnc2)S(=O)(=O)c2ccccc2)cc1OC,2.6,4.8,-9.0,-1.5,-1.3,-0.5,5.4
Cc1ccc[n+](CC(=O)c2ccc(Cl)cc2)c1,-15.1,2.7,-0.7,-2.7,-2.4,-7.6,13.2
CC(=O)Nc1nc(-c2cccc3ccccc23)cs1,0.5,-18.2,2.1,13.3,2.4,-1.1,-11.4
O=C(N=Nc1c(O)[nH]c2ccc(Br)cc12)c1cc(-c2cccc3ccccc23)n[nH]1,nt,-21.1,-4.6,4.2,-8.7,0.6,-16.5
CCCNC(=O)c1cc2c(c(-c3cccc(-c4cccc(OC)c4)c3)n1)[C@H](CCO)N([S@@](=O)C(C)(C)C)C2,1.8,37.7,17.8*,-1.1,18.1,6.6,23.0
CCOC(=O)N(C)C[C@H]1OCc2ccccc2-c2c(n(C)c3ccccc23)C(=O)N([C@@H](C)CO)C[C@H]1C,0.6,nt,-4.7,-0.2,14.3,1.2,6.4
C[C@H](CO)N1C[C@H](C)[C@H](CN(C)Cc2ccccn2)Oc2cc(-c3ccc(C#N)cc3)ccc2S1(=O)=O,5.6,11.9,0.9,-5.8,-0.4,0.2,8.5
O=C(O)C1=CC[C@@H](c2ccc(Cl)cc2)N(S(=O)(=O)c2ccc(Cl)cc2)[C@H]1c1ccccc1,-2.2,13.4,nt,0.8,-6.0,2.4,7.3
Cc1cc(C)nc(NC(=O)/C=C/c2ccc(Cl)cc2)n1,1.5,-51.1,-2.5,0.5,-20.8,-5.8,-28.4
Cc1cc(C(=O)NNC(=S)Nc2ccccc2)nn1C,nt,-61.1,0.0,-3.4,3.9,0.1,-46.8
COc1cc(CCC(=O)OCC(=O)Nc2ccc(C(N)=O)cc2)cc(OC)c1OC,1.9,-17.0,-0.8,-2.3,-21.2,10.0,10.3
COc1cccc(-c2ccc([C@H]3[C@H]4CN(Cc5cncnc5)CCCCN4[C@H]3CO)cc2)c1,-2.7,-30.4,nt,nt,-11.7,nt,-13.3
COc1ccccc1CNC(=O)C[C@@H]1C=C[C@H](NC(=O)CN(C)C)[C@H](CO)O1,8.2,nt,3.1,-3.3,-1.4,0.5,nt
Cc1ccc(S(=O)(=O)N2CCN(C(=O)c3ccc([N+](=O)[O-])cc3)C2)cc1,2.3,30.7,-4.2,1.4,4.7,2.2,9.3
Cc1ccc(-c2ccc3c(c2)O[C@H](CN(C)C(=O)Nc2ccc(C(F)(F)F)cc2)[C@@H](C)CN([C@@H](C)CO)S3(=O)=O)cc1,-1.3,nt,11.6,16.8,10.6,2.1,22.6
COc1ccccc1NS(=O)(=O)c1cc(NC(=O)c2ccccc2[N+](=O)[O-])ccc1N1CCOCC1,nt,19.5,-0.2,5.4,4.4,-4.3,-14.6
O=C(O)CN1C(=O)C=CC1=O,nt,-6.4,0.6,0.8,3.1,36.1*,-4.6
O=C(CC1C(=O)NCCN1Cc1ccccc1C(F)(F)F)NCCN1CCCCC1=O (stereo not given),-8.2,-1.7,-3.1,-9.0,-2.8,-1.6,nt
CO[C@H]1CC[C@@H]2CCOc3ccc(C#N)cc3C(=O)N(C)C[C@H](OC)[C@@H](C)C(=O)N(C)C[C@@H]1O2,0.1,-5.3,-3.9,16.5,9.4,8.0,-3.6
CC(=O)c1c(C)[nH]c(C(=O)NNC(=O)COc2cc(C)ccc2C(C)C)c1C,-2.7,-3.6,-4.3,-5.3,6.1,2.4,-3.3
COc1ccc(-c2ccc(C(=O)Nc3ccccc3)c3occc23)c(C)c1,nt,-229.7,2.9,-3.3,-100.2,-1.3,-98.6
O=C(NC1CCSc2ccccc21)c1cccc(Br)c1 (stereo not given),-7.0,-15.6,2.8,1.7,-27.2,-2.4,nt
COc1ccc(CN(C)C[C@@H]2Oc3ccc(NC(=O)NC(C)C)cc3CC(=O)N([C@@H](C)CO)C[C@@H]2C)cc1,2.6,-0.2,4.1,-3.0,7.8,0.2,nt
CCOc1ccc(C(C)=O)cc1CSc1nnnn1-c1ccc(O)cc1,0.2,6.2,-0.5,2.7,-12.8,0.7,12.2
C[C@@H]1CN([C@H](C)CO)C(=O)c2cc(NC(=O)CCC(F)(F)F)ccc2O[C@@H](C)CCCCO[C@@H]1CN(C)CC1CCCCC1,1.9,13.0,nt,-12.4,3.2,nt,3.4
CCCN1C[C@H](C)[C@@H](OC)CN(C)C(=O)c2ccc(NC(=O)COC)cc2OC[C@H]1C,-1.5,-13.2,2.6,-7.7,2.5,-0.2,-4.9
CO[C@@H]1CN(C)C(=O)c2ccc(NC(=O)C3CC3)cc2OC[C@@H](C)N(C(=O)c2ccccn2)C[C@@H]1C,11.7,10.3,-0.6,-4.0,-7.6,-0.7,1.1
C[C@@H]1CCCCO[C@@H](CN(C)C(=O)NC2CCCCC2)[C@@H](C)CN([C@@H](C)CO)C(=O)c2cc(NC(=O)CCC(F)(F)F)ccc2O1,-6.1,-12.9,1.9,-6.7,-16.1,-1.4,-2.0
CCCc1c(C(=O)N/N=C(\C)c2ccccn2)nnn1-c1nonc1N,nt,27.1,-2.0,2.3,-0.4,1.5,15.5
COC(=O)C1CCN(CC(=O)NC(=O)NC2CCCCC2)CC1,0.2,23.7,-3.9,7.0,nt,-3.9,6.1
COC(OC)C12c3ccccc3C(c3ccccc31)C1C(=O)N(c3cccnc3)C(=O)C12 (stereo not given),21.7,4.0,-1.7,-1.9,1.8,6.4,-1.8
C[C@@H]1CCCCO[C@@H](CN(C)C(=O)Nc2ccc3c(c2)OCO3)[C@H](C)CN([C@@H](C)CO)C(=O)c2cc(NS(=O)(=O)c3ccc(Cl)cc3)ccc2O1,-11.8,4.4,4.9,-2.5,6.4,2.0,0.6
O=C(O)c1ccc(CNCc2cccc(Oc3ccccc3)c2)cc1,-13.2,-6.4,-0.5,11.9,5.6,19.4,14.7
Cc1cc(C)cc(S(=O)(=O)c2cnc3ccccc3n2)c1,-4.8,16.1,-3.5,8.2,47.0,-0.7,2.9
CCOc1ccc(CCNC(=O)CSc2nnnn2C)cc1OCC,-5.8,9.0,-1.7,1.9,7.0,0.7,5.6
Cc1cccc([N+](=O)[O-])c1NC(=O)COC(=O)C1CCCO1 (stereo not given),nt,-2.2,-4.0,17.1,-7.7,2.0,-9.1
O=C(C[C@@H]1C=C[C@H](NC(=O)Nc2cc(F)ccc2F)[C@H](CO)O1)NCc1ccccn1,8.3,-7.6,-0.7,-1.6,-20.7,3.2,3.6
O=C1C[C@@](C(=O)NCCN2CCOCC2)(c2ccc([N+](=O)[O-])cc2)[C@@H](c2ccc(CO)cc2I)N1CC12CC3CC(CC(C3)C1)C2,23.8,40.4,-17.1,-2.9,nt,-3.6,21.0
COc1ccc2[nH]c3c(N4CCc5ccccc5C4)ncnc3c2c1,-1.3,20.1,0.6,-13.9,78.6*,1.0,-3.2
O=C(NC[C@@H]1CC[C@@H]2[C@@H](CN2C(=O)NC2CCCC2)O1)c1ccc2c(c1)OCO2,nt,nt,-2.3,2.4,nt,16.7,0.0
O=C(C1CCCO1)N1CCN(S(=O)(=O)c2cc(F)ccc2F)CC1 (stereo not given),-2.0,-6.3,-2.7,-2.1,-1.9,-3.1,nt
Cc1cc(C(=O)O)ccc1-n1c(C)cc(/C=C2\SC(=O)NC2=O)c1C,3.9,-4.8,8.5,-7.1,0.6,3.1,16.9
C[C@H]1CN([C@@H](C)CO)C(=O)c2cccc(NC(=O)Nc3ccc4c(c3)OCO4)c2O[C@@H]1CN(C)CC1CC1,nt,-184.1,-5.5,-7.7,19.1,3.1,-1.0
Cc1cccc(Nc2nnc(SCC(O)=C(C#N)c3nc4ccccc4[nH]3)s2)c1,-1.7,nt,-1.1,-8.0,-29.1,-2.3,-12.6
C=CCOc1ccc(/C=N/NC(=O)C(=O)Nc2ccccn2)cc1OC,-6.8,-11.0,-1.6,?,nt,0.6,-7.0
CSCC(=O)N1CCCC(CNC(=O)c2ccc(-c3ccccc3)cc2)C1 (stereo not given),-0.2,-26.4,0.8,4.5,10.0,-3.2,-10.1
CCn1cc(CN2CCN(Cc3ccsc3)C(CCO)C2)cn1 (stereo not given),1.0,6.7,-1.5,-6.3,21.7,-4.6,3.0

# The list goes on:
SMILES,ARNT-TACC3 inh,PAX8 reporter,SIRT5 inh,DENV2 CPE,LGR2 antag,Casp6 inh,EWS-Fli inh
Cc1ccc(N2C(=O)c3ccccc3C2C(=O)c2cc(C)ccc2O)cc1 (stereo not given),-10.7,-5.4,0.9,nt,-23.6,3.0,13.3
COc1ccc(NC(=O)N(C)C[C@H]2Oc3c(NC(=O)C4CCOCC4)cccc3C(=O)N([C@H](C)CO)C[C@H]2C)cc1,3.0,0.3,-1.9,-10.7,8.5,-1.3,-0.1
CCN(CC)CCNc1oc(-c2ccccc2)nc1S(=O)(=O)c1ccccc1,1.3,9.5,-26.3,-4.8,-6.7,-7.1,-9.8
CCNC(=S)Nn1cnc2ccccc21,-0.8,1.4,-14.7,-0.7,6.1,-3.3,2.9
O=C(CNC(=O)c1ccc(S(=O)(=O)N2CCCC2)cc1)N/N=C/c1ccc(Cl)cc1Cl,-4.8,14.5,-9.9,-1.5,6.1,0.9,-1.5

# Assay outcomes: PubChem, Broad Institute
